Fam108B inh: Fam108B inhibition, counter-screen for RBBP9 inhibitors. recombinant Fam108B, FP-Rh probe fluorescence polarization. inhibition, % at 9.51 µM. 300,000 compounds, 0.33% hits;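 active = inhibition above the screen mean inhibition plus 3 SD, computed separately per campaign, cut at about 18% in these data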;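 also: inhibitors lower polarization as less probe binds the enzyme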
pPAFAH inh: inhibitors of human plasma PAF acetylhydrolase (pPAFAH) | recombinant pPAFAH, FP-rhodamine probe fluorescence polarization | 330,000 compounds, 1.5% hits | AID 463082 | inhibition, % at 3.39 µM;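 active = inhibition above the mean inhibition across the screen plus 3 SD, cut at about 25% in these data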;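 also: inhibitors block binding of the rhodamine activity-based probe so polarization drops; 0% = enzyme with DMSO and 100% = wells lacking pPAFAH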
MEX-5 binding: C. elegans MEX-5 TCR-2 RNA binding activity; MEX-5/FITC-TCR2 RNA binding, fluorescence polarization; stronger effect = lower value; Q9XUB2; activity score (negative = inhibition of binding), % at 10 µM; 300,000 compounds, 0.38% hits;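 active = inhibition past about -25% in most replicates, and total fluorescence under double the plate's negative control median, limit read from the data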;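 also: 0% = DMSO and -100% = 5 µM competing unlabeled TCR2 RNA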
PME-1 inh: PME-1 (human) inhibition; inhibition, % at 5.9 µM; recombinant PME-1, FP-Rh probe fluorescence polarization; AID 2130; Q9Y570; 320,000 compounds, 0.53% hits;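 active = inhibition above the campaign mean of all compounds plus 3 SD, cut at about 26% in these data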;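 also: competitive labeling of PME-1 active site by serine hydrolase directed probe; 0% = PME-1 with DMSO and 100% = wells lacking PME-1 enzyme; inhibitors block probe labeling so polarization falls and inhibition rises; many of its hits are not listed in these tables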
GLD-1 TGE inh: GLD-1-TGE RNA interaction inhibition (C. elegans); Q17339; purified GLD-1 + fluorescein TGE RNA, fluorescence polarization; inhibition, % at 5.96 µM; 320,000 compounds, 0.44% hits;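 active = percent inhibition above a per-plate cutoff, the plate mean of test compounds plus 3 SD, cut at about 30% in these data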;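 also: 0% = DMSO wells with GLD-1 and probe and 100% = wells lacking GLD-1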
BCLXL inh: inhibitors of human Bcl-xL; inhibition, % at 10.9 µM; AID 2129; GST-Bcl-xL / FITC-Bim BH3 peptide fluorescence polarization; 320,000 compounds, 0.7% hits;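 active = inhibition above the mean of all tested compounds plus 3 SD, cutoff set per campaign, cut at about 30% in these data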;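 also: 0% = DMSO wells and 100% = unlabeled Bim-BH3 peptide competitor; inhibitors lower millipolarization by displacing the labeled peptide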
AHR activator: human AHR activation; AHR-responsive luciferase reporter cells, luminescence; activation, % at 5 µM; 320,000 compounds, 2.5% hits; AID 2796; in the data active = activation above about 47%;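 also: 0% = vehicle wells and 100% = reference agonist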
MCL1 BIM primary: inhibitors of human MCL1 binding to BIM-BH3 peptide. Q07820. GST-MCL1 / FITC-Bim-BH3 fluorescence polarization. inhibition, % at 10.9 µM. 320,000 compounds, 0.68% hits;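 active = inhibition above the mean inhibition of all tested compounds plus 3 SD, set per campaign, cut at about 40% in these data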;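 also: 0% = DMSO wells and 100% = unlabeled Bim-BH3 peptide control; higher means more loss of mP so more displacement of Bim peptide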
PAFAH1B2 FP inh: blocks human PAF acetylhydrolase 1b catalytic subunit 2 | P68402 | recombinant PAFAH1B2, FP-rhodamine activity probe, fluorescence polarization | inhibition, % at 3.39 µM | 340,000 compounds, 1.2% hits | AID 492953;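 active = inhibition above the mean of all tested compounds plus 3 SD, cut at about 24% in these data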;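 also: 0% = enzyme with DMSO and 100% = wells lacking PAFAH1B2; many of its hits are not listed in these tables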
* = called active by the depositor; . = no result given. Some of the compounds tested, so the mix of outcomes need not match the whole.

SMILES	Fam108B inh	pPAFAH inh	MEX-5 binding	PME-1 inh	GLD-1 TGE inh	BCLXL inh	AHR activator	MCL1 BIM primary	PAFAH1B2 FP inh
O=C(CN1C(=O)NC2(CCCc3ccccc32)C1=O)c1ccc(F)cc1 (stereo not given)	.	-8	.	1	3	-3	1	-2	3
CN(C)CCOC(=O)c1sc2ccccc2c1Cl	0	2	-3.1	1	-1	8	0	2	9
C=CCOC(=O)C1=C(C)NC(SCC(=O)Nc2nccs2)=C(C#N)C1c1cccs1 (stereo not given)	-20	9	-0.8	-16	-5	0	25	-5	1
COc1ccc(-c2cc3cccc(OC)c3oc2=O)cc1	4	3	3.0	1	2	-1	8	-2	4
O=C(Nc1ncc(S(=O)(=O)c2ccc([N+](=O)[O-])cc2)s1)c1cccc2ccccc12	4	7	0.7	8	3	4	-3	1	-3
O=C(NCCc1ccc(Cl)cc1)C1CCN(C(=O)c2ccc(F)cc2)CC1	2	3	0.1	2	-5	7	15	4	7
O=C(Nc1ccc(N2CCOCC2)cc1)c1ccc(S(=O)(=O)N2CCCCC2)cc1	-3	-6	-1.6	-4	0	-3	1	-2	1
CCc1noc(C)c1C(=O)NCCc1ccc(OC)c(OC)c1	-3	2	-0.1	-1	-1	1	-1	6	2
COc1cc2c(cc1OC)CN(c1nc(CN3CCOCC3)nc3sc4c(c13)CCC(C)C4)CC2 (stereo not given)	6	8	3.1	0	4	5	3	12	6
COc1ccc(S(=O)(=O)NCC2CCCO2)cc1NC(=O)c1ccccc1 (stereo not given)	2	5	2.6	0	10	2	5	1	-6
Cc1cccc(-c2oc3ccccc3c2C#CCCO)c1	1	0	0.6	-4	-5	5	97*	1	3
Cc1oc(S(=O)(=O)N2CCOCC2)cc1C(=O)Nc1ccc(Cl)cc1	-1	6	-0.5	1	6	1	0	1	5
N#Cc1cc2c(nc1SCc1cccnc1)CCCCC2	-3	-7	0.1	-3	0	0	-1	-2	0
CCCNC(=O)NC1CCCc2ccccc21 (stereo not given)	2	4	-0.8	6	-2	9	-1	1	-1
CCOc1ccc(N2C(=O)Nc3ccccc3C2(O)C(=O)N2CCN(c3ccccn3)CC2)cc1 (stereo not given)	3	3	1.1	5	2	3	2	1	5
Cc1sc2ncnc(Sc3nc4ccccc4s3)c2c1C	0	5	0.5	-10	4	6	47*	-5	.
CN(CC(=O)NCCc1ccccc1)S(=O)(=O)c1ccc(Br)cc1	2	2	-1.9	1	-4	3	-1	-1	5
O=C1CCCCN1CCCC(=O)N1CCCC(Nc2ccccc2)C1 (stereo not given)	0	4	-0.9	1	7	5	1	12	-8
Cc1ccc(C(=O)NC2CCCCCCC2)c(Cl)c1	10	2	0.9	5	1	7	-7	-2	6
O=C1C2C3C=CC(C3)C2C(=O)N1c1ncn[nH]1 (stereo not given)	0	5	7.7	3	4	-4	-2	-3	0
OC(c1ccccc1)C1CN(Cc2ccccc2)CCC1(O)c1ccccc1 (stereo not given)	4	3	1.3	4	6	5	-1	1	-1
COc1cc(/C=N/NC(=O)CCC(=O)Nc2ccc(F)cc2)ccc1O	0	5	0.7	7	4	4	0	10	3
O=C1C2C3c4ccccc4C(c4ccccc43)C2C(=O)N1CN1CCOCC1 (stereo not given)	0	6	1.0	-3	-2	6	-4	8	2
Cc1ccc(NC(=O)N2CCCC2c2cccs2)cc1 (stereo not given)	-4	3	0.7	1	-11	0	2	-5	10
COc1ccc(CCNC(=O)c2ccc(CN3CCC(Cc4ccccc4)CC3)cc2)cc1	1	3	0.4	4	-3	2	8	4	2
O=C(Nc1nnc(-c2cc(Cl)ccc2Cl)o1)c1ccco1	0	2	0.7	1	3	-1	8	-4	2
O=C(COc1ccc(Cl)cc1Cl)N1CCCCCC1	-4	0	-0.1	-4	5	3	-1	13	7
Cc1cccc(C)c1NS(=O)(=O)c1ccc(OCCNS(C)(=O)=O)cc1	8	2	-1.2	5	-4	1	3	2	4
O=C(c1ccc(NS(=O)(=O)c2ccc(F)cc2)cc1)N1CCCCCC1	0	8	2.8	-3	5	4	-1	-2	2
COc1ccc(S(=O)(=O)N/N=C\c2ccccc2F)cc1	3	3	-1.4	-1	2	5	1	8	-1
O=C(N/N=C/c1ccc(Sc2ccccn2)o1)c1cccc([N+](=O)[O-])c1	-2	6	2.9	0	0	4	3	-2	2
CN(C)c1cc[n+](CC(=O)c2ccc(Br)cc2)cc1	1	1	1.5	2	-6	7	1	2	2
COCCCn1c(C)nnc1-c1cnn(-c2ccccc2)c1N	2	1	0.7	-5	0	3	12	12	3
Cc1cc(C(=O)CSc2nc3ccccc3c(=O)n2C)c(C)n1Cc1ccc2c(c1)OCO2	-4	2	-1.9	-1	0	9	0	7	-2
CC(=O)NS(=O)(=O)c1ccc(NC(=O)CCC2CCCC2)cc1	2	2	2.7	2	-5	1	4	5	9
O=C1NC2(CCCC2)C(=O)N1CCS(=O)(=O)Oc1ccccc1	3	7	0.8	-5	-1	3	-1	-3	3
CC1CCCC(NC(=O)COC(=O)c2ccc3c(c2)OCCO3)C1C (stereo not given)	.	14	.	.	4	.	-2	.	3
COc1ccc2c(c1)c(C(=O)CN1CCN(Cc3ccccc3)CC1)c(C)n2C	3	-2	0.0	-4	6	5	3	5	-2
Cc1ccc(CCNC(=O)CN2C(=O)COc3ccccc32)cc1	1	2	1.3	-5	-1	2	-1	-5	10
Cc1cc[n+](Cc2ccc([N+](=O)[O-])cc2)cc1	0	-1	0.6	3	4	-6	0	-5	1

3 structures out of the list, ordered by count of non-hydrogen atoms, ascending.
SMILES	Fam108B inh	pPAFAH inh	MEX-5 binding	PME-1 inh	GLD-1 TGE inh	BCLXL inh	AHR activator	MCL1 BIM primary	PAFAH1B2 FP inh
Cc1ccc(NC(=O)N2CCCC2c2cccs2)cc1 (stereo not given)	-4	3	0.7	1	-11	0	2	-5	10
N#Cc1cc2c(nc1SCc1cccnc1)CCCCC2	-3	-7	0.1	-3	0	0	-1	-2	0
COCCCn1c(C)nnc1-c1cnn(-c2ccccc2)c1N	2	1	0.7	-5	0	3	12	12	3

Next entries
SMILES	Fam108B inh	pPAFAH inh	MEX-5 binding	PME-1 inh	GLD-1 TGE inh	BCLXL inh	AHR activator	MCL1 BIM primary	PAFAH1B2 FP inh
Cc1nc(N)nc(COc2ccccc2)n1	3	2	1.3	-3	-4	1	6	0	8
COc1cccc(NC(=O)CN(C)CC(=O)c2c(N)n(Cc3ccccc3)c(=O)n(C)c2=O)c1	.	0	.	4	3	2	-1	-2	2
O=C(Nc1ccccc1O)c1c(O)c2c([nH]c1=O)CCCC2	1	7	1.8	5	6	5	57*	7	9
CCN(CC(=O)Nc1c(F)cccc1F)C(=O)c1ccc(=O)n(Cc2ccccc2)n1	2	4	0.4	0	6	1	0	-5	2
N/C(Cc1ccc(Cl)cc1Cl)=N\OC(=O)c1cccs1	-4	7	1.0	4	3	1	2	3	14
S=C(NCCc1ccccc1)NC1CCC(NC(=S)NCCc2ccccc2)CC1 (stereo not given)	7	1	0.2	-7	-5	-6	0	1	1
COc1ccccc1NC(=O)Cc1nnc(SCC(=O)NC2CCCCC2)n1C	1	-6	-1.2	-5	-5	6	7	8	6
O=C(NC1=NCCS1)c1ccccc1Br	0	5	-1.1	5	2	6	-1	9	.
CCCCCCN(C(=O)CCCCCN1C(=O)NC(c2ccc(-c3ccccc3)cc2)C(C(=O)OCc2ccccc2)=C1C)C(C(=O)NCCCC)c1ccc(OCC(=O)OC)c(C(=O)OC)c1 (stereo not given)	-7	23	1.6	-3	8	5	-2	8	.
Cc1cc(Cl)ccc1OCC(=O)OCC(=O)N(CC(C)C)c1c(N)n(Cc2ccccc2)c(=O)[nH]c1=O	-1	6	-1.1	-1	2	-3	-1	-4	4
CC1(c2nnc(-c3ccc(Cl)cc3)o2)CC(c2cccnc2)=NO1 (stereo not given)	7	1	3.6	4	-7	23	0	5	4
Cn1cnnc1SCC(=O)Nc1ccc(S(=O)(=O)N2CCCC2)cc1	0	3	0.6	-7	-2	-4	1	0	0
O=c1oc(/C=C/c2ccccc2)nc2sc3c(c12)CCC3	-6	6	-11	0	10	7	8	0	0
Cc1nc([N+](=O)[O-])c(Br)n1Cc1ccccc1	0	0	-1.7	5	-4	1	-1	3	-1
Cn1c(CCN2CCOCC2)nc2cc(NC(=O)c3cccs3)ccc21	4	2	0.6	2	-1	10	2	2	-1
CC(C(=O)NCC1CCCCC1)N1CCc2ccccc2C1 (stereo not given)	2	3	-5.2	13	7	2	3	1	-2
Cc1ccc(OCC(=O)Nc2cccc(-c3nnc(-c4ccccc4)o3)c2)cc1	-26	-20	-0.2	-50	4	-3	7	-5	1
Cc1noc(C)c1COC(=O)C1COc2ccccc2O1 (stereo not given)	-1	2	-2.1	-1	-5	0	0	-3	12
Cc1[nH]c(=S)c(C#N)c(-c2ccco2)c1C(=O)N(C)C	2	13	-1.7	3	24	26	1	22	5
CCOC(=O)/C(C#N)=C\c1c(C)cc(C)c(COC(C)=O)c1C	0	4	-2.4	7	1	4	-4	4	4
Cc1ccc(CNC(=O)C2CC(=O)N(c3ccc(OCC(=O)N4CCCC4)cc3)C2)cc1 (stereo not given)	1	-3	0.4	-2	11	3	1	4	-3
Cc1nc2c(-c3ccc(F)cc3)c(C)nn2c(C)c1CCC(=O)Nc1ccccc1	6	5	0.7	1	7	-5	0	-2	3
Cc1ccc(S(=O)(=O)NCC(=O)OCC(=O)NC(=O)c2cccn2C)cc1	2	7	-1.6	-2	5	11	6	11	3
Clc1ccc(N/N=C/c2cccs2)nn1	3	10	1.3	7	4	3	13	1	-3

Of the compounds above, nine contain a thiophene ring, fused or not.
SMILES	Fam108B inh	pPAFAH inh	MEX-5 binding	PME-1 inh	GLD-1 TGE inh	BCLXL inh	AHR activator	MCL1 BIM primary	PAFAH1B2 FP inh
CN(C)CCOC(=O)c1sc2ccccc2c1Cl	0	2	-3.1	1	-1	8	0	2	9
C=CCOC(=O)C1=C(C)NC(SCC(=O)Nc2nccs2)=C(C#N)C1c1cccs1 (stereo not given)	-20	9	-0.8	-16	-5	0	25	-5	1
COc1cc2c(cc1OC)CN(c1nc(CN3CCOCC3)nc3sc4c(c13)CCC(C)C4)CC2 (stereo not given)	6	8	3.1	0	4	5	3	12	6
Cc1sc2ncnc(Sc3nc4ccccc4s3)c2c1C	0	5	0.5	-10	4	6	47*	-5	.
Cc1ccc(NC(=O)N2CCCC2c2cccs2)cc1 (stereo not given)	-4	3	0.7	1	-11	0	2	-5	10
N/C(Cc1ccc(Cl)cc1Cl)=N\OC(=O)c1cccs1	-4	7	1.0	4	3	1	2	3	14
O=c1oc(/C=C/c2ccccc2)nc2sc3c(c12)CCC3	-6	6	-11	0	10	7	8	0	0
Cn1c(CCN2CCOCC2)nc2cc(NC(=O)c3cccs3)ccc21	4	2	0.6	2	-1	10	2	2	-1
Clc1ccc(N/N=C/c2cccs2)nn1	3	10	1.3	7	4	3	13	1	-3
